PTAP TSG101 blk: blocks PTAP/TSG101 interaction to inhibit HIV-1 budding; Q99816; Fluorescence polarization, FITC-PTAP peptide / Tsg101 binding; Potency, µM (doses to about 115 µM), for the others: at the highest dose activity change, negative = inhibition, hits mostly inhibitors; 340,000 tested, under 10 active; AID 493005; active means well fitted inhibition curve with a large enough effect in the main read-out, with a control signal flat, not every such curve was filed as active; inconclusive means small, poorly fitted or top-dose-only effect, or effect the other way, or a change in a side signal; inactive means no such curve, though single readings can be large or run the other way; further: potency means the concentration at half of the fitted maximal effect; % of control where 0% means no effect
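Steps: Tsg101 binding domain dispensed (10 uM final), compounds pinned in DMSO, FITC-labeled PTAP-motif peptide added (50 nM final); after 20 min binding at room temperature, polarization measured.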
uPA surface inh: inhibitors of cell surface uPA generation | Potency, µM (doses to about 38.3 µM), inactives show top-dose activity change, negative = inhibition, usual class: inhibitors | cell surface uPA generation assay, qHTS | 330,000 compounds, 0.31% hits; active means well fitted inhibition curve with a large enough effect; inconclusive means small, poorly fitted or top-dose-only effect; inactive means no such curve, though single readings can be large or run the other way; tested in mouse RAW 264.7 cells; further: potency means the concentration at half of the fitted maximal effect; on the % scale 0 is the no-effect control and ±100 the full control effect; nearly all actives have a fitted effect of over 55% in size
ELG1 genotoxic: inducers of genotoxicity in HEK293T ELG1-luciferase cells; HEK293T ELG1-luciferase reporter, luminescence, 16 h; Potency, µM (doses to about 46 µM), inactives show at the highest dose activity change, positive = activation, usual class: activators; 330,000 compounds, 1.3% hits; further: potency means the concentration at half of the fitted maximal effect; % of control where 0% means no effect; nearly all actives have a fitted effect of over 60% in size
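Quantitative HTS format in 1536-well plates. HEK293T ELG1-luciferase reporter cells receive test compound and are incubated 16 hr at 37 °C, 5% CO2; ONE-Glo added, 30 min room temperature, then luminescence read.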
USP2a block: blocks human ubiquitin-specific protease USP2a; O75604; USP2 core, Ub-CHOP2 coupled fluorogenic reporter, 485/531; Potency, µM (top dose mostly 38.3 µM), for inactives: top-dose activity change, negative = inhibition, most hits filed as inhibitors; 330,000 compounds, 0.01% hits; AID 463254;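 further: potency means the concentration at half of the fitted maximal effect; plate controls were DMSO wells for no effect and full inhibition by NEM control for full effect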
Target sequence (O75604 whole entry, looked up): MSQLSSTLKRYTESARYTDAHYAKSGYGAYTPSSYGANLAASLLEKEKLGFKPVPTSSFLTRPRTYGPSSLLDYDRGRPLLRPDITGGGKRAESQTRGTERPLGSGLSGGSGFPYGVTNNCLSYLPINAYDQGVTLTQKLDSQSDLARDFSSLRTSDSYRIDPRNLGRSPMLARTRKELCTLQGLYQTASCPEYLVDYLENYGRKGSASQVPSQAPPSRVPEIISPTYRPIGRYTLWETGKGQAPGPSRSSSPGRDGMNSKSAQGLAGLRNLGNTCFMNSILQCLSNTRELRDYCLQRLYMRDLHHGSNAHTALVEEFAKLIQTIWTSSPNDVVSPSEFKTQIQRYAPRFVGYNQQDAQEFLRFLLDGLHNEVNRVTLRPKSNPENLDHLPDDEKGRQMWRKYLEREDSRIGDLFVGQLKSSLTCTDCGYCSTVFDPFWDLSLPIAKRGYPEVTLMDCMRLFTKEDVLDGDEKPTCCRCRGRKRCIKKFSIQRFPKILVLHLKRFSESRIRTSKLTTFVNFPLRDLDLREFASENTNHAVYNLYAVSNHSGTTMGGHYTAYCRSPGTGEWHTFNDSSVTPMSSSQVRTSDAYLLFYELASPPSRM
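USP2 core (10nM final) preincubated 30min RT with compound in 20mM Tris-HCl pH 8.0, 2mM CaCl2, 2mM beta-mercaptoethanol, 0.05% CHAPS; 25nM Ub-CHOP2 plus 25nM reporter substrate added, fluorescence (Ex485/Em531) read after 60min.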
Integrin act MD: activates integrin-mediated alleviation for muscular dystrophy. alpha7betagal myoblasts, beta-gal FDG fluorescence, 48 h. Potency, µM (titrated, usually from 38.3 µM), for inactives: top-dose activation, hits mostly activators. 350,000 compounds, 0.064% hits;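 further: potency means the concentration at half of the fitted maximal effect; 100% = response of the positive control SU9516; nearly all actives have a fitted effect of over 60% in size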
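Alpha7betagal+/- myoblasts (passage 13) were plated 16-24 hr, then exposed to compounds (1:260 dilution of DMSO stock) for 48 hours at 37C. After MPER lysis, β-galactosidase reporter activity was read as FDG fluorescence (ex 480/em 540) after 30 minutes.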
TRPV1 agonist: human TRPV1 agonism; Q8NER1; TRPV1-expressing cells, Fluo-8 calcium influx, agonist mode; activation, % at 8.33 µM; 320,000 compounds, 0.19% hits; AID 540275; in the data active means activation above about 80%; inconclusive means between about 30% and that limit; further: 0% is about no effect
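Fluo-8 calcium influx in TRPV1-expressing cells, kinetic read (ex 480/em 520 nm). Compound added and read 3 min for agonist activity, followed by capsaicin at EC20 final and 2 min further read for enhancement.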
BRCA1 expr act: increases BRCA1 expression | MCF7-BRCA1-FFLuc reporter, luminescence, 48 h; response scale: scaled: vehicle 0%, 10 µM genistein 100% | Potency, µM (doses to about 46.1 µM), without a hit: at the top dose activation, most hits filed as activators | 380,000 compounds, 1.1% hits; further: potency means the concentration at half of the fitted maximal effect; nearly all actives have a fitted effect of over 80% in size; some results filed as inactive show a strong effect at the top dose
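Luminescence from a BRCA1-driven firefly luciferase in MCF7 cells was read after 48 h compound exposure at 37 C. Data normalized against DMSO and a 10microM genistein activation control, then curve-fitted across the titration.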
S-ASM inh: inhibitors of human secretory acid sphingomyelinase | placental ASM, HMU-PC fluorogenic substrate, 60 min | Potency, µM (highest dose often 57.5 µM), for the others: at the top dose activity change, negative = inhibition, hits mostly inhibitors | 340,000 compounds, 0.006% hits; further: potency means the concentration at half of the fitted maximal effect
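Human placenta-derived ASM preincubated with compound 10 min at room temperature, then reacted with 9 uM (final) fluorogenic HMU-PC substrate for 60 min at 37 C. Stop solution raises pH to 10; fluorescence read at Ex 386/Em 447 nm.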
Eya2 phos inh: inhibitors of human Eya2 phosphatase activity. O00167. recombinant Eya2, OMFP fluorescence dephosphorylation (OMFP is methylfluorescein phosphate). Potency, µM (doses to about 76.9 µM), for the others: at the highest dose activity, negative = inhibition, usual class: inhibitors. 330,000 compounds, 0.006% hits. AID 488837; further: potency means the concentration at half of the fitted maximal effect; on the % scale 0 is the no-effect control and ±100 the full control effect
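Eya2 protein (added as 0.2 uM solution) was preincubated with compound for 10 min at ambient temperature in 50 mM HEPES pH 7.5, 50 mM NaCl, 5 uM MgCl2, 0.05% BSA, 1 mM DTT. OMFP (added at 50 uM) then reacted 10 min; fluorescence read at 485/525 nm.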
B2AR arrestin: recruits beta-arrestin to the human beta2-adrenergic receptor | P07550 | beta-arrestin recruitment to beta2AR, cell-based reporter | Potency, µM (top dose mostly 46.1 µM), for the others: at the highest dose activation, most hits filed as activators | 330,000 compounds, 0.02% hits | AID 492947;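 further: potency means the concentration at half of the fitted maximal effect; 0% = DMSO controls and full agonism = EC100 isoproterenol or metaproterenol; nearly all actives have a fitted effect of over 65% in size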
Target sequence (P07550 whole entry, looked up): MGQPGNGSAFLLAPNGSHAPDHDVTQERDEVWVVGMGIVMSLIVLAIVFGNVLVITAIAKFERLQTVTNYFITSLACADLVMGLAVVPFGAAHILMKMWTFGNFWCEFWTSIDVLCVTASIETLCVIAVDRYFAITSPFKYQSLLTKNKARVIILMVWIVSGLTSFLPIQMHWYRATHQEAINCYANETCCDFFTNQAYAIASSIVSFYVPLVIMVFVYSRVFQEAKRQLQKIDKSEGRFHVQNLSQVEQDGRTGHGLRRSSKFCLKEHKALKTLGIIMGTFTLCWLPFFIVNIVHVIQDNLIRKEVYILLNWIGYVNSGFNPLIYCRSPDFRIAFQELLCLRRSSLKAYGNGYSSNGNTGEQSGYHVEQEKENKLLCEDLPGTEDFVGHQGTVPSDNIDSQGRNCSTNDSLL
p53 reactivator: re-activators of mutant p53 | Potency, µM (doses to about 92.2 µM), for the others: top-dose activity change, positive = activation, hits mostly activators | AID 504706 | H1299 p53-A138V BP100-luciferase reporter, luminescence, 24 h | 320,000 compounds, 0.063% hits; further: potency means the concentration at half of the fitted maximal effect; % of control where 0% means no effect; nearly all actives have a fitted effect of over 45% in size
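H1299 (p53-null), stable ts p53-A138V + BP100-Luc; 1000 cells/well, Opti-MEM/10% FBS; cpd 4 pt, 1:5; 24 h, 37 deg C, 5% CO2; detection reagent 10 min RT; luminescence.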
* hit, by the source's call; ? = inconclusive; . = no result given; & = joins results of further samples; [ ] = another dose, or the depositor's remark. Unless noted, the call rests on the fitted dose curve; in most records, active means well fitted curve in the direction sought with a large enough effect; inconclusive means small, poorly fitted or top-dose-only effect, or another doubt; inactive means no such curve, though single readings can be large; an effect the other way counts as inactive or inconclusive.

SMILES	PTAP TSG101 blk	uPA surface inh	ELG1 genotoxic	USP2a block	Integrin act MD	TRPV1 agonist	BRCA1 expr act	S-ASM inh	Eya2 phos inh	B2AR arrestin	p53 reactivator
Cc1ccc(C)c(NC(=O)c2cc(C)nc3ccccc23)c1	0%	7%	-3%	-1%	-21%	2	-36%	-2%	11%	-0.6%	.
Cc1ccc(-c2noc(CCCC(=O)Nc3cccnc3)n2)cc1	-5%	0%	-5%	?	-23%	1	-30%	0%	-1%	0.0%	2%
Cn1c(=O)n(CCc2ccccc2)c(=O)c2c1nc1n2CCCN1CCc1ccccc1	-5%	-1%	-26%	1%	-42%	4	-56%	?	6%	-0.6%	-6%
CC1CCN(c2nc(-c3ccncc3)nc3ccccc23)CC1	-3%	7%	-6%	4%	-33%	17	-68%	-1%	-2%	0.1%	-19%
O=C(OCC#CCSc1nc2ccccc2o1)c1cc2ccccc2o1	-3%	4%	8%	-1%	-38%	-3	63%	-4%	-24%	-0.7%	24%
O=C(CSc1nnc(-c2cccc(F)c2)o1)N1CCOCC1	-2%	0%	7%	3%	6%	-7	31%	2%	5%	0.1%	5%
CC1CSc2ccccc2NC1=S (stereo unspecified)	-5%	0%	-6%	1%	-13%	0	3%	2%	-16%	-0.6%	-14%
COc1cccc(/C=C2\Oc3cc(OCC(=O)N4Cc5ccccc5C[C@H]4C(=O)O)ccc3C2=O)c1	-2%	-19%	0%	-4%	-7%	-2	-25%	35%[activator]	8%	-0.6%	13%
Cc1nc([N+](=O)[O-])cn1-c1ccc(N)cc1	-4%	2%	-1%	3%	9%	-2	8%	5%	-2%	-0.5%	-9%
COc1cccc(CC(=O)OCC(=O)c2cc(OC)c(OC)c(OC)c2)c1	-3%	4%	4%	4%	-11%	.	-18%	0%	-14%	0.2%	-2%
c1ccc2nc(N3CCCC3)c(N3CCCCC3)nc2c1	2%	1%	.	.	-27%	.	-12%	148%[activator]	.	.	.
COCCC1CCCCN1C(=O)c1cc(COc2ccc(C)nc2)on1 (stereo unspecified)	.	?	14%	1%	-41%[inhibitor]	3	-30%	1%	-2%	12%	6%
COc1cccc2cc(C(=O)OC3CCN(C)CC3)c(=O)oc12	-5%	12%	0%	-2%	0%	-2	6%	0%	-10%	-0.5%	?
CC(/C=C1\SC(=S)N(NC(=O)c2ccc(C)cc2)C1=O)=C\c1ccccc1	-4%	0%	2%	0%	-12%	5	-19%	-16%	6%	-0.7%	-5%
COc1ccc(-c2sc3ccc(OC)cc3c2-c2ccc(O)cc2)cc1	-1%	1%	-9%	-23%	-41%	.	-63%	-10%	4%	-1.1%	-19%
COCCNC(=O)CN(c1cccc(OC)c1)S(=O)(=O)c1ccc(C)cc1	-2%	-12%	1%	-1%	0%	-5	0%	0%	27%	0.6%	3%
CC1CC(C)CN(C(=O)CSc2nnc(N)s2)C1 (stereo unspecified)	-8%	-5%	0%	-2%	-21%	4	4%	0%	9%	0.2%	-8%
CSCCC(NC(=O)c1ccc([N+](=O)[O-])cc1Cl)C(=O)OCC(=O)NCCCc1ccccc1 (stereo unspecified)	0%	-3%	-1%	1%	-16%	8	-25%	-1%	-4%	-0.1%	-2%
C=CCn1c(C)cc(C(=O)CN2C(=O)c3ccccc3S2(=O)=O)c1C	-5%	-10%	-4%	3%	41%	4	-111%	5%	0%	0.0%	-27%
CCC(C)NC(=O)CSc1nc2c(sc(=S)n2-c2cc(Cl)ccc2OC)c(=O)[nH]1 (stereo unspecified)	2%	-8%	-1%	-1%	-4%	-4	-1%	-1%	-1%	0.5%	-1%
COc1ccc(OC)c(S(=O)(=O)N(C)CC(=O)N2CCN(c3cccc(Cl)c3)CC2)c1	1%	0%	-5%	-8%	44%	-1	-23%	5%	-21%	0.3%	-2%
O=C1CN(CC(=O)Nc2cccc(Cl)c2Cl)c2ccccc2N1	3%	-87%	-3%	1%	23%	4	-46%	2%	-8%	0.1%	-4%
Cc1ccc(S(=O)(=O)CCc2nnc(NC(=O)c3cnccn3)s2)cc1	-5%	4%	4%	2%	8%	1	-5%	0%	-2%	0.3%	?
COc1cc2c(cc1NC(=O)C1CCCO1)oc1ccccc12 (stereo unspecified)	.	-14%	4.6µM*	-8%	28%	9	49%	-3%	2%	0.5%	?
NC(=O)CN(Cc1ccccc1)S(=O)(=O)c1ccc2c(c1)OCCO2	-3%	2%	-4%	2%	-22%	-1	1%	-5%	-9%	-0.5%	-3%
O=C(COC(=O)CSc1ccc(F)cc1)NCC1CCCCC1	.	-55%	1%	0%	17%	29	-14%	0%	0%	-1.0%	?
O=C1CC(N2CCC(c3nc4ccccc4s3)CC2)C(=O)N1Cc1ccccc1 (stereo unspecified)	-8%	3%	-5%	4%	-17%	0	6%[1.84 µM]	-9%	-14%	-0.8%	1%
O=C(Cc1ccc(F)cc1)NCc1cccnc1	-1%	-6%	3%	2%	6%	1	17%	4%	-5%	-0.6%	3%
CCOC(=O)c1cccc(NC(=O)CSc2nc3cccnc3n2C)c1	-4%	-6%	-17%	2%	-45%[inhibitor]	-2	-26%	-3%	5%	-0.2%	-24%
Cc1c(CCO)c(=O)[nH]n1S(=O)(=O)c1ccc(Cl)cc1Cl	-2%	2%	4%	-2%	-15%	20	-24%	0%	-21%	-1.0%	-2%
O=C(Nc1cscc1S(=O)(=O)c1ccccc1)c1ccccc1Cl	-2%	-5%	1%	-2%	-12%	5	-10%	0%	-4%	-0.8%	1%
COc1ccc(NC(=O)Nc2ccc3oc(C)nc3c2)cc1	-1%	-3%	?	0%	-4%	1	2.8µM*	2%	4%	0.2%	4%
O=S(=O)(NCCc1csc(-c2cccnc2)n1)c1ccc(Cl)s1	-2%	-7%	-10%	1%	24%	2	-4%	5%	-3%	-0.2%	3%
COc1ccccc1OCCOCCOc1ccc(C)cc1[N+](=O)[O-]	-8%	7%	-1%	-1%	-25%	4	-12%	3%	-1%	0.2%	1%
COc1ccc(N2CCN(C(=O)c3ccc(Cl)c(S(=O)(=O)N4CCOCC4)c3)CC2)cc1	-4%	-23%	.	.	-11%	.	-3%	-1%	.	.	.
O=C(O)c1cccc2c1C(=O)c1ccc(-c3ccc(Cl)c(C(F)(F)F)c3)cc1S2(=O)=O	-11%	15%	14%	1%	?	3	?	28%	10%	0.1%	10%
N#CC1=C2SCN(c3ccccc3)CN2C(=O)CC1c1ccccc1Cl (stereo unspecified)	0%	-17%	5%	0%	18%	2	10%&-8%	-6%	3%	-0.3%	-3%
CCOC(=O)C1=C(COC(=O)/C=C/c2cccc(Br)c2)NC(=O)NC1C (stereo unspecified)	1%	-4%	1%	2%	-9%	2	-6%	-4%	-5%	-0.3%	-4%
O=[N+]([O-])c1ccc(-c2cn(-c3ccccc3F)c(=S)[nH]2)cc1	-5%	0%	10%	9%	?	1	24%	-3%	8%	-0.4%	11%
CCn1c(SCC(=O)Nc2cc(OC)ccc2OC)nc2c(c1=O)SCC2	-1%	11%	-7%	-6%	6%	2	-17%	0%	-14%	0.5%	-37%[inhibitor]
Cc1cccc2c1N(CCOc1ccccc1)C(=O)C2=O	-3%	0%	6%	5%	-5%	-1	-42%	4%	0%	-0.2%	2%
CCCOc1ccc(-c2nnn(CC(=O)c3ccc4c(c3)OCCO4)n2)cc1	2%	0%	-5%	6%	-15%	?	-21%	-17%	7%	0.0%	16%
CCOc1ccc(C(CC(=O)O)NC(=O)Cc2ccccc2)cc1OC (stereo unspecified)	-11%	1%	-2%	1%	107%	4	-6%	-1%	-16%	0.4%	1%
Cc1ccc(SC[C@H](c2ccccc2)N2CCN(CC(C)C)CCC2=O)cc1	.	5%	4%	1%	-12%	?	23%	6%	-7%	-0.7%	29%
COCCn1c(SCC(=O)Nc2cc(C)on2)nc2cc(Cl)ccc2c1=O	-3%	3%	15%	2%	-26%	0	-5%	2%	23%	-0.2%	5%
O=C(N/N=C/c1ccc(-c2ccccc2[N+](=O)[O-])o1)c1cncc(Br)c1	-5%	6%	0%	3%	-20%	3	-24%	-7%	-1%	4.4%	22%
CN(CCCC(=O)Nc1ccncc1)S(=O)(=O)c1ccc(Cl)cc1	-5%	-3%	-25%	0%	-3%	-2	-2%	1%	-9%	-0.9%	4%
COc1ccc(S(=O)(=O)N2CCOC2CNC(=O)C(=O)NCC(C)C)cc1OC (stereo unspecified)	-2%	2%	-2%	1%	1%	2	19%	0%	12%	-0.2%	1%
